Compound activity from PubChem.
KLF5 inh: inhibitors of KLF5 expression; inhibition, % at 5 µM; 290,000 compounds, 0.23% hits; AID 1700; DLD-1 KLF5 promoter-luciferase reporter, luminescence;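 active = inhibition above a per-plate limit of that plate's mean compound inhibition plus 3 SD, cut at about 60% in these data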;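 also: 0% = DMSO wells and 100% = LY294002 at 200 µM; higher means less KLF5 promoter-driven luciferase light; inactives centre near -14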
HSF1 inhib: HSF1 inhibition. NIH3T3-HGL HSE-luciferase, MG132-induced, luminescence 8 h; stronger effect = lower value. activity change, negative = inhibition, % at 7.5 µM (by protocol). 300,000 compounds, 0.77% hits. AID 2098;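 active = more than half of replicate wells show activity change below -50%, luminescence cut by over half; inconclusive = some wells, but at most half, below -50%; inactive = no replicate well below -50%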;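 also: luciferase reports HSF-1 transcriptional activity via heat shock element; 0% = median of DMSO wells and -100% = zero luminescence signal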
AI-2 QS modul: modulates the Vibrio harveyi AI-2 quorum sensing system | 300,000 compounds, 0.4% hits | AID 2094 | Vibrio harveyi JMH597 AI-2 luminescence/OD600 ratio, 9 h; stronger effect = lower value; strain lacks LuxN and CqsS sensors; 0 = neutral-control median | activity change, % at 7.5 µM; in the data active = activity change below about -75%, passing the limit was not always enough; inconclusive = no clear call, values can overlap the other calls;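 also: luminescence divided by OD600 gain over 9 h not by final OD600 alone; inactives centre near 13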
aSyn UTR inh: MLPCN primary screen, SNCA 5' untranslated region. inhibition, % (tested at 7.5 µM). 300,000 compounds, 0.82% hits. AID 1813. alpha-synuclein 5'UTR reporter, inhibitor activity; in the data active = inhibition above about 60%; inconclusive = no clear call, values can overlap the other calls;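 also: H4 neuroglioblastoma cells stably carrying SNCA 5'UTR luciferase fusion; 0% = DMSO wells and 100% = positive control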
HIF activator: HIF pathway transcriptional activation. U2OS HRE-luciferase reporter, luminescence; normalized: DMSO 0%, desferrioxamine 100%. activation, % at 7.5 µM (by protocol). 300,000 compounds, 0.32% hits. AID 1910;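 active = mean activation of at least 10% of the iron chelator positive control signal, with at least half of replicates also reaching 10%; inconclusive = mean and replicate majority disagree about reaching 10%; inactive = mean and most replicates under 10%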
IEC-6 tox: counter-screen for KLF5 inhibitors: cytotoxicity in IEC-6 cells | IEC-6 cytotoxicity, luminescence viability | inhibition, % at 5 µM | 290,000 compounds, 0.78% hits; in the data active = inhibition above about 22%;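 also: 0% = plate median of test compound wells and 100% = cytotoxic reference compound wells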
Platelet DG rel: modulates dense granule release in human platelets; inhibition, %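 (compounds screened at 7.5 µM in platelet-rich plasma)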; human platelet-rich plasma, SFLLRN dense granule ATP release, luminescence; 300,000 compounds, 0.22% hits;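 active = mean replicate score, as percent of positive control, at or above 50; inconclusive = mean below 50 but at least one replicate at or above 50; inactive = mean and every replicate below 50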
HSP90 inh: HSP90 refolding inhibition in rabbit reticulocyte lysate; inhibition, % at 5.6 µM; AID 1789; 290,000 compounds, 0.91% hits; luciferase refolding luminescence, 3 h;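 active = inhibition above the screen-wide mean plus 3 SD, computed separately per campaign, cut at about 16% in these data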;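 also: 0% = DMSO wells and 100% = 60 µM geldanamycin wells; inhibitors lower the luminescence because luciferase stays unfolded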
HSF-1 act: increases HSF-1 driven luciferase reporter signal | NIH3T3-HGL HSF-1 luciferase reporter, MG132, 8 h; 100% = twice DMSO control signal | AID 504408 | 300,000 compounds, 1.7% hits | activation, % at 9 µM;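 active = mean replicate activation of at least 50% with a set share of replicates each reaching 50%; inconclusive = only one of those two conditions met; inactive = mean below 50% and too few replicates reaching it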;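 also: 0% = median of the neutral control wells and 100% = twice that signal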
SKKanGAS inh: inhibitors of SKKanGAS S. pyogenes growth in kanamycin (SK-promoter or general growth effect); BacTiter-Glo, 6 h; 300,000 compounds, 1.3% hits; AID 1662; inhibition, % at 7.5 µM;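 active = mean replicate score, as percent of positive control median, at least 50; inconclusive = mean below 50 but one replicate at or above 50; inactive = mean and every replicate below 50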;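 also: strain carries kanamycin resistance gene driven by streptokinase promoter and grows in 40 µg/ml kanamycin; loss of luminescence reflects streptokinase promoter inhibition or plain growth inhibition; 0% = median of DMSO wells and 100% = positive control at its reference dose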
The depositor's hits bear a star; u = inconclusive; x = no result given. Not a hit list, and some 6% of all compounds hit somewhere here.

structure	KLF5 inh	HSF1 inhib	AI-2 QS modul	aSyn UTR inh	HIF activator	IEC-6 tox	Platelet DG rel	HSP90 inh	HSF-1 act	SKKanGAS inh
Cc1ccc(S(=O)(=O)N(C)c2ccccc2C(=O)N2CCCC2)cc1	5.3	-0.7	19.5	-7.0	0.4	-0.6	-0.2	-0.5	-1.4	0.1
Cc1ccccc1NC(=O)c1c(C)[nH]c(=S)c(C#N)c1-c1ccco1	-3.9	-5.3	5.2	16.0	-0.6	-13.6	-9.9	1.0	-2.1	11.7
CCC(C)NC(=O)C1CCN(S(=O)(=O)c2cccc3nonc23)CC1 (centres undefined)	-2.8	7.8	x	-0.7	0.2	-6.1	1.9	-0.2	47.3	1.6
CCOc1ccc(NC(=O)CN(C)C(=O)c2ccc(N3CCCCC3)c([N+](=O)[O-])c2)cc1OCC	x	-4.9	21.9	13.0	0.0	x	-1.7	x	-6.9	-3.0
Cc1ccc(Cl)cc1NC(=O)C1CC(=O)N(C(C)C)C1 (centres undefined)	-10.2	-3.7	10.7	3.5	1.0	-4.6	7.3	-0.7	25.2	-5.5
COc1cc(OC)cc(C(=O)NCCCN2CCN(CCCNC(=O)c3cc(OC)cc(OC)c3)CC2)c1	-11.3	4.5	-4.5	-5.2	-0.2	-3.3	u	0.0	3.4	-12.2
Cc1ccc(N(C(=O)c2ccn[nH]2)C(C(=O)NC2CCCC2)c2cccs2)cc1 (centres undefined)	-12.6	9.5	11.7	-5.6	-0.6	5.9	9.0	2.9	5.3	-1.1
CCCN1CCC(NC(=O)Cc2cccc(C)c2)CC1	-4.9	-1.9	14.3	-7.1	0.2	-4.9	5.0	-2.9	-11.3	-1.0
c1ccc(-c2nc3cccnc3nc2-c2ccccc2)cc1	x	-7.5	-1.4	1.5	-0.7	x	-0.1	x	-7.7	-1.1
O=S(=O)(NCC1CCCO1)c1ccc2ccccc2c1 (centres undefined)	-22.9	-6.1	32.6	4.3	-0.5	-3.7	8.5	0.3	-8.5	-15.1
COCCNC(=O)C1=C(N)C(C(=O)Nc2ccc(C)c(S(=O)(=O)N3CCCCC3)c2)SC1=Nc1ccc(C)cc1C (centres undefined)	-42.2	-1.8	20.8	-33.8	-0.4	-6.9	0.3	-0.3	-2.4	43.9
O=C(NCS(=O)(=O)c1ccccc1)c1ccccc1	-21.2	0.6	10.0	-5.6	0.0	8.2	4.3	0.6	17.7	8.3
COc1ccccc1Cc1nc2ccccc2n1S(=O)(=O)c1ccc(Cl)cc1	-24.6	2.8	12.1	13.9	-0.4	-0.9	-5.4	-4.8	-3.9	-10.1
O=C(OCc1ccccc1)/C(=C/c1cccc(Br)c1)NC(=O)c1ccco1	-23.1	11.4	6.7	-11.2	0.0	-1.0	-4.7	2.8	-5.3	6.7
COc1ccc(C(=O)NCc2nnc(SC)n2C2CCCCC2)cc1	7.0	-1.0	8.4	-0.8	-0.2	-7.0	-11.1	-1.1	-0.2	-0.2
COCCNC(=O)Cn1nc(C(F)(F)F)c(Br)c1C	-3.4	-0.3	23.5	10.3	-0.3	4.5	3.3	2.1	-0.6	-1.0
CN(C)c1ccc(/C=C/C(=O)c2ccc3c(c2)OCCO3)cc1[N+](=O)[O-]	0.4	x	0.2	-41.3	0.3	0.1	14.2	-2.1	x	-0.5
CCOc1cc(N2CCOCC2)c(OCC)cc1NC(=O)c1ccc(C)s1	5.9	-7.1	26.8	4.4	-1.1	11.7	19.3	6.7	-10.2	-3.6
Cc1ccc(Cn2c(SCC(=O)NCC3CCCO3)nc3c2c(=O)n(C)c(=O)n3C)cc1 (centres undefined)	2.5	-7.5	6.2	26.1	-0.2	-0.7	-7.7	-3.7	-9.4	-1.4
CC[C@@H](C)C(NC(=O)OC(C)(C)C)c1cn([C@@H](CCC(=O)OC(C)(C)C)C(=O)N2CCN(C(=O)OC(C)(C)C)CC2)nn1 (some centres undefined)	6.0	-8.2	-7.6	19.0	-0.5	-1.9	-2.4	-2.0	-19.2	-5.3
COc1ccc(-c2nc(NC3=NCCCCC3)sc2C)cc1	-4.3	-0.3	17.5	23.1	-0.2	14.1	2.3	-3.8	-20.9	-1.6
COc1ccc(CCNC(=O)CSc2nc3ncccc3[nH]2)c(OC)c1	-19.7	-0.6	22.0	-13.6	0.5	-2.0	10.6	-0.8	-4.5	-7.4
C=CCc1c(C)[nH]c(=O)[nH]c1=O	-31.7	5.4	18.3	-2.1	-0.7	1.7	2.3	1.4	7.3	-1.1
CCOC(=O)N(C)c1ccc(C(O)(C(F)(F)F)C(F)(F)F)cc1	-10.8	1.4	19.0	-5.3	-0.1	1.1	0.1	-4.8	13.1	0.2
CCc1ccc(N=CC2=C(O)CC(c3ccco3)CC2=O)cc1 (centres undefined)	-32.8	16.8	12.6	9.3	-0.3	6.5	-24.4	5.6	27.4	-1.8
Cc1ccc(-c2cn(S(=O)(=O)c3ccc(C)cc3)nc2N)cc1	-18.5	26.0	43.1	10.4	0.1	-3.9	4.0	-4.3	69.7*	-1.0
CN(C)S(=O)(=O)Oc1ccc(C(=O)Nc2cccc(Cl)c2)cc1	-145.7	29.5	5.1	-243.6	1.7	-0.6	6.8	-2.1	23.3	3.0
CN(C)C(=O)c1ccc(NC(=O)c2ccccc2-c2ccccc2)cc1	-46.3	1.0	9.0	0.1	-1.3	-4.0	-7.3	-0.7	-2.0	11.3
CS(=O)(=O)N(CC(=O)N1CCCCC1)C1CCCCC1	9.7	-7.9	-1.7	-14.4	0.0	2.7	2.1	3.7	7.8	-4.7
COC(=O)c1ccccc1C(=O)N1CC(O)CO1 (centres undefined)	-21.5	-8.8	4.5	-6.0	0.6	-1.9	x	0.3	-10.2	1.0
O=C1COc2ccc(S(=O)(=O)N3CCN(c4ccccc4)CC3)cc2N1	-18.8	2.1	21.0	-9.9	-0.4	-6.9	1.2	-1.8	6.4	-10.0
C=CCN(CC=C)CC(=O)Nc1cccc(Oc2cnccn2)c1	-15.9	-5.6	13.7	12.6	0.9	0.3	-3.9	-2.2	7.1	-1.3
Nc1[nH]nc2nc(N3CCCC3)nc(-c3ccccc3)c12	10.3	2.6	21.4	10.6	-0.9	-2.4	0.6	-1.0	6.5	8.8
COc1ccc(Nc2ncnc3sc(C)cc23)cc1	-80.8	-1.0	28.5	-159.0	3.8	6.2	-22.6	0.3	-18.4	-6.8
COC(=O)c1sc(N2C(=O)C(O)=C(C(=O)c3ccc(C)o3)C2c2ccc(F)cc2)nc1C (centres undefined)	-5.6	21.2	43.5	-12.8	0.7	-2.5	-2.6	2.0	39.0	41.6
Cc1ccccc1OCC(O)Cn1c(Br)nc2c1c(=O)[nH]c(=O)n2C (centres undefined)	-15.7	-7.3	11.4	-12.4	-0.7	-8.2	-1.1	-3.4	-8.7	0.4
CCN(CC)S(=O)(=O)N1CCN(S(=O)(=O)N2CCOCC2)CC1	-37.3	-14.6	18.6	25.1	-0.3	-5.0	10.8	2.8	-9.4	-2.0
COc1ccc(OC)c(NC(=O)CN(Cc2ccc(Cl)cc2)S(C)(=O)=O)c1	12.5	5.2	3.5	-17.2	0.3	-5.3	-4.1	-1.6	-2.1	-5.1
COc1cccc(-n2ccnc2SCC(=O)NCc2ccccc2)c1	-23.3	-10.3	20.6	18.3	-0.4	2.5	-8.0	5.8	-3.0	-7.7
CC(OC(=O)CC1CCCCC1)C(=O)Nc1ccc(F)cc1 (centres undefined)	x	4.3	31.0	0.5	-15.2	x	-4.2	x	-0.7	0.9
O=C1/C(=C\c2ccc(O)c(O)c2)C(c2ccccc2)=NN1c1ccccc1	-15.8	20.7	13.0	-6.9	-0.3	-3.6	-2.7	5.5	24.8	-1.5
O=C(Nc1nnc(S(=O)(=O)N2CCCCCC2)s1)c1ccc(Br)cc1	-13.2	2.3	20.0	-2.2	0.0	9.8	-7.5	-3.0	3.9	12.0
COc1ccccc1CNC(=O)c1cc(S(=O)(=O)N2CCOCC2)cn1C	-30.1	-6.8	21.7	-6.3	-0.1	0.1	32.8	0.8	2.0	-0.2
COC(=O)C(NNc1ccccc1C)(NC(=O)c1ccc(F)cc1)C(F)(F)F (centres undefined)	-22.3	36.4	11.0	-11.3	-0.3	0.1	-3.8	-3.7	80.5*	-8.5
CCOC(=O)CSc1ncc(OC)c(=O)[nH]1	-10.4	2.8	7.2	-2.9	-0.4	0.2	3.7	-1.9	19.4	-5.1
Cc1cccc(NS(=O)(=O)c2cc3c4c(c2)C(C)C(=O)N4CCC3)c1 (centres undefined)	-15.9	-1.0	10.2	8.8	-0.7	1.3	19.4	0.7	11.8	2.0
COc1ccc(CN(C)CC2CCCN(CCc3ccccc3C)C2)cc1O (centres undefined)	-14.6	-3.3	5.7	-6.9	-2.8	-0.4	4.7	0.1	-7.2	-4.5
COc1ccc(C)cc1S(=O)(=O)Nc1cc2c3c(c1)C(C)C(=O)N3CCC2 (centres undefined)	x	2.1	5.3	1.2	-1.5	x	x	x	-2.6	-0.7
O=C(Oc1c(-c2ccccc2)c(=O)n2c3c(cccc13)CC2)c1ccc(F)cc1	-8.1	-29.2	3.0	8.6	0.6	-8.1	1.8	-0.1	-15.8	4.8
CN(C)CCCNc1ccc(-c2cc(Nc3cccc(Cl)c3)ncn2)cn1	x	0.3	-10.2	-53.0	0.5	x	-3.6	x	1.1	-3.3
Brc1ccc(C=Nc2ccc3c(c2)OCCOCCOCCO3)s1	-19.7	10.5	28.7	10.1	-2.6	-8.0	-12.6	-5.0	19.5	-0.4
COc1ccc(N2CC(C(=O)N[C@@H](C)C(=O)N3CCCCC3)CC2=O)cc1 (some centres undefined)	-32.7	1.7	1.1	-19.2	0.2	4.5	21.3	1.6	-6.5	-3.2
